# Screening data: PubChem BioAssay, several laboratories
# Anthrax LF inh2 – anthrax lethal factor protease inhibition; P15917; multiplex microsphere protease cleavage assay, LF; inhibition, % at 10 µM; 360,000 compounds, 0.12% hits; AID 588501; also: plate controls were buffer without enzyme for full effect and enzyme alone for no effect
# FadD28 binding – blocks FadD28 binding to the bisubstrate probe | fluorescence polarization | inhibition, % at 12.5 µM | 360,000 compounds, 0.22% hits | AID 588549; in the data active = inhibition above about 8.5%, passing the limit was not always enough; inconclusive = no clear call, values can overlap the other calls
# BoNT-F LC inh – BoNT F light chain protease inhibition; inhibition, % at 10 µM; Multiplex microsphere protease cleavage assay, flow cytometry; 360,000 compounds, 0.22% hits; in the data active = inhibition above about 35%, passing the limit was not always enough; inconclusive = no clear call, values can overlap the other calls; also: plate controls were buffer without enzyme for full effect and enzyme alone for no effect
# GDH-TPI inh – counter-screen for M. tuberculosis FBA inhibitors: GDH-TPI coupled enzymes | 360,000 compounds, 1.2% hits | GDH-TPI coupled enzyme counterscreen, NADH absorbance | inhibition, % at 4.8 µM; in the data active = inhibition above about 30%;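 also: 0% = DMSO wells and 100% = wells lacking the enzyme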
# UGM FP inh – Mtb UDP-galactopyranose mutase inhibition. 320,000 compounds, 0.06% hits. P9WIQ1. purified UGM, fluorescence polarization probe displacement. inhibition, % at 10 µM; in the data active = inhibition above about 10%, passing the limit was not always enough; inconclusive = no clear call, values can overlap the other calls
# Target sequence (P9WIQ1 whole entry, looked up): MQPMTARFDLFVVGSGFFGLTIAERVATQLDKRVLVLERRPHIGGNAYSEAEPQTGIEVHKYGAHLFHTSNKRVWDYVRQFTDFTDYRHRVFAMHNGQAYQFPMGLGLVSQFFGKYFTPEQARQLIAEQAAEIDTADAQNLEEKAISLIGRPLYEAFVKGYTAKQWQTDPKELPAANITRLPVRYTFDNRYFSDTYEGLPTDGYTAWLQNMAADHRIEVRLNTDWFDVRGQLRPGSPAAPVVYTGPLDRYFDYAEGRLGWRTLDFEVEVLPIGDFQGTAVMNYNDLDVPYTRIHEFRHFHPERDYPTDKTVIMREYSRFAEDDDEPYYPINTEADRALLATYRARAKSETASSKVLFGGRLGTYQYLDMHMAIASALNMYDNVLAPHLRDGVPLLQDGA
# BioA inh – inhibitors of Mycobacterium tuberculosis BioA enzyme. inhibition, % at 9.99 µM. purified M. tuberculosis BioA enzyme, plate reader. AID 602481. 360,000 compounds, 0.096% hits; in the data active = inhibition above about 40%; inconclusive = no clear call, values can overlap the other calls
# BoNT-A LC inh2 – inhibitors of Botulinum neurotoxin A light chain protease; inhibition, % at 10 µM; 360,000 compounds, 0.17% hits; AID 588499; multiplex microsphere protease substrate cleavage, flow cytometry; also: plate controls were buffer without enzyme for full effect and enzyme alone for no effect
# PfHsp40 yeast – rescue of PfHsp40-mediated yeast toxicity; S. cerevisiae expressing PfHsp40, growth rescue, ATP luminescence; growth rescue, % at 12.5 µM; 340,000 compounds, 0.68% hits; AID 504582; in the data active = growth rescue above about 28%, passing the limit was not always enough; inconclusive = no clear call, values can overlap the other calls;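 also: yeast W303a lacking pdr1 and pdr3 grown in galactose medium; growth measured after three days at 30 °C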
# FBA Mtb inh – inhibits M. tuberculosis FBA enzyme. P9WQA3. purified M. tuberculosis FBA, fluorescence read-out. inhibition, % at 1 µM. 360,000 compounds, 2.3% hits; in the data active = inhibition above about 27%;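 also: 0% = vehicle and 100% = reference inhibitor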
# Target sequence (P9WQA3 whole entry, looked up): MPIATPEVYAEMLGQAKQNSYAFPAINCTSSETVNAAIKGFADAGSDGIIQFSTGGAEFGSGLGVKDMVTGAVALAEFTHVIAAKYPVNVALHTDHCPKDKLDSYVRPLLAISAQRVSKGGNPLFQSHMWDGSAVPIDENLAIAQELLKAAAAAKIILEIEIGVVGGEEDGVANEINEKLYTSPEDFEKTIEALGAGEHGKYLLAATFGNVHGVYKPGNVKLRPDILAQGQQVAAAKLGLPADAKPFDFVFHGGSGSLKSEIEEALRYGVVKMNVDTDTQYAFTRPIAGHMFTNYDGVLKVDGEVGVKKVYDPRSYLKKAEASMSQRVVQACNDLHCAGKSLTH
# * = called active by the depositor; ? = inconclusive; / = not tested or not shown; + = active, no number. Rule as the data show it, unless noted: active = inhibition above about 30%; inconclusive = no clear call, values can overlap the other calls; inactive = below that.
SMILES,Anthrax LF inh2,FadD28 binding,BoNT-F LC inh,GDH-TPI inh,UGM FP inh,BioA inh,BoNT-A LC inh2,PfHsp40 yeast,FBA Mtb inh
O=C(CNC(=O)OCc1ccccc1)NC(Cc1cnc[nH]1)C(=O)O (stereo unspecified),-3,-2.7,-5,0,/,/,-0.5,0.7,-2
Nc1ccc(-c2nc3c(ccc4ccccc43)[nH]2)cc1,-11,-0.2,-62,42*,-1.4,4.1,0.6,2.0,+
COc1cccc(-n2cc(-c3ccc(F)cc3)[nH]c2=S)c1,3,0.0,2,14,-0.7,-1.6,-1.8,0.8,-1
c1ccn2cc(CSC3=NCCS3)nc2c1,3,-1.1,-5,-1,-2.3,-0.2,-0.5,0.4,-2
COc1ccc(OC)c(C2C(C#N)=C(N)Oc3c2c(C)nn3-c2cccc(Cl)c2)c1 (stereo unspecified),0,-1.2,4,10,2.3,/,?,1.4,1
Nc1nonc1-c1nc2ccccc2n1CC(=O)N/N=C\c1ccc(-c2ccc(Cl)cc2)o1,1,-0.5,0,13,-2.9,-1.1,-0.6,-0.7,4
CCOCCCNC(=O)CSc1nc2nc(C)c(Cc3ccccc3)c(C)n2n1,-1,-1.0,0,-6,-2.5,76*,0.6,-1.8,6
COc1cccc(N2C(=O)CC(NNc3nc4ccccc4s3)C2=O)c1 (stereo unspecified),4,-4.5,?,-13,-0.9,-0.7,1.7,2.6,-6
CCN(CC)S(=O)(=O)c1ccc(OC)c(-n2cnnn2)c1,-4,0.2,4,7,2.4,-0.5,-0.9,0.3,-1
CC1(Br)C2CCCC1C2S(=O)(=O)c1ccccc1 (stereo unspecified),0,-0.5,-1,2,-2.3,/,-0.1,0.1,0
CC(C)C(NC(=O)C(Cc1ccccc1)NC(=O)OCc1ccccc1)C(=O)O (stereo unspecified),0,-0.5,-2,3,1.1,/,-0.3,-1.4,3
COc1cccc(CCC(=O)O)c1OC,-2,-2.8,12,-2,-0.4,-0.6,0.0,0.8,2
COc1ccc(NC(=O)Cn2nnc(C(=O)NCc3cccc(OC)c3)c2N)cc1,1,-2.4,18,5,1.6,2.4,1.1,-0.4,3
O=c1oc2ccccc2n1Cn1c(=O)oc2ccccc21,1,1.5,-8,2,0.1,-1.9,-1.0,0.9,4
COc1ccc(C(=O)Oc2ccc(=O)n(-c3ccccc3)n2)cc1,-5,-3.6,-6,4,-1.3,2.4,?,-0.7,-2
O=C(NCc1ccc(F)cc1)C1CCCN(c2cnccn2)C1 (stereo unspecified),-2,-0.1,-6,-8,3.8,1.0,1.7,1.2,0
O=C1Nc2ccc(Br)cc2C1(O)c1ccc(F)cc1 (stereo unspecified),-11,-3.7,-2,-2,-0.2,-0.3,0.5,-0.6,-1
COc1ccccc1NC(=O)NCCN1CCNC1=O,/,-2.1,/,5,0.1,3.6,/,-0.9,-4
Cc1cccc(C(=O)NC(=S)NNC(=O)c2ccccc2Cl)c1,1,-1.0,-2,10,1.0,/,-0.4,64*,1
Clc1ccccc1-c1nnc2n1-c1ccccc1SC2,-5,-3.5,-17,6,-5.2,/,-1.1,0.2,2
CC(=O)Nc1nnc(COc2ccccc2)s1,0,-2.9,1,9,2.7,/,0.6,5.5,-4
Cc1ccc(N2CC(C(=O)NCCN3CCOCC3)CC2=O)cc1 (stereo unspecified),-1,-0.8,9,5,-0.1,-0.7,-0.1,1.2,0
CCCOc1ccc(C(=O)NCC(c2cccs2)N(C)C)cc1 (stereo unspecified),1,-1.9,-1,6,1.6,0.8,0.6,-0.6,4
CC(=O)Cc1ccccc1OC(=O)c1ccco1,-14,0.8,-10,0,3.4,0.6,0.3,0.0,-1
O=C(COc1ccccc1)Nc1ccccc1C(=O)NC1CC1,-2,-2.3,-5,-4,-0.2,-0.7,-1.5,0.5,0
COC(=O)c1cc(S(=O)(=O)N2CCN(Cc3ccccc3)CC2)c[nH]1,/,-2.7,/,5,0.1,-1.2,/,-0.2,1
CCNC(=O)C1(C)CCN(Cc2ccc(C(=O)OCC)o2)C1 (stereo unspecified),-4,-0.5,-10,4,/,0.7,-0.6,/,1
COc1cccc2c(=O)cc(C)n(CC(=O)Nc3cccc(C)c3)c12,-2,-3.1,0,0,-1.5,-0.6,-0.2,0.6,10
O=C(c1ccc(F)cc1)C1CCN(C(=O)N2CCOCC2)CC1,1,-2.1,-8,-4,-1.0,-1.6,-1.1,0.1,2
Cc1ccc(/C(O)=C2/C(=O)C(=O)N(CCCn3ccnc3)C2c2cccnc2)cc1 (stereo unspecified),-5,-3.3,-13,-2,/,0.4,0.7,-1.4,5

# Sorted by formula weight (smallest number first): some entries from above.
SMILES,Anthrax LF inh2,FadD28 binding,BoNT-F LC inh,GDH-TPI inh,UGM FP inh,BioA inh,BoNT-A LC inh2,PfHsp40 yeast,FBA Mtb inh
CC(=O)Nc1nnc(COc2ccccc2)s1,0,-2.9,1,9,2.7,/,0.6,5.5,-4
Clc1ccccc1-c1nnc2n1-c1ccccc1SC2,-5,-3.5,-17,6,-5.2,/,-1.1,0.2,2
O=C(NCc1ccc(F)cc1)C1CCCN(c2cnccn2)C1 (stereo unspecified),-2,-0.1,-6,-8,3.8,1.0,1.7,1.2,0
COc1cccc2c(=O)cc(C)n(CC(=O)Nc3cccc(C)c3)c12,-2,-3.1,0,0,-1.5,-0.6,-0.2,0.6,10
Cc1cccc(C(=O)NC(=S)NNC(=O)c2ccccc2Cl)c1,1,-1.0,-2,10,1.0,/,-0.4,64*,1

# The list continues.
SMILES,Anthrax LF inh2,FadD28 binding,BoNT-F LC inh,GDH-TPI inh,UGM FP inh,BioA inh,BoNT-A LC inh2,PfHsp40 yeast,FBA Mtb inh
CCN(CC)CCOC(=O)c1ccc(N/C=C(/C#N)c2nc(-c3ccc4c(c3)OCO4)cs2)cc1,/,-4.3,/,6,-1.8,-0.6,/,1.9,-1
CN(C)C(=O)COC(=O)c1cccc(S(=O)(=O)Nc2ccc(OCc3ccccc3)cc2)c1,2,-4.6,0,9,-3.9,0.0,1.8,-0.3,1
COc1ccc(C2Nc3ccccc3C(=O)N2Cc2ccccc2)cc1OC (stereo unspecified),-6,-5.0,?,-1,-4.5,-0.4,-1.7,/,74*
Oc1ccc(-c2cnc(-c3ccc(O)cc3)nc2)cc1,/,-3.9,/,17,0.4,0.9,/,-2.3,1
Clc1cccc(/C=N\Nc2nccs2)c1,-4,1.0,-22,28,2.9,-5.0,0.0,1.1,-3
CN1CCN(C(=S)C(=O)NCc2ccccc2)CC1,-2,1.9,0,1,-5.8,/,-0.8,0.1,-1
Cc1ccn(S(=O)(=O)c2ccc(N3CCCC3=O)cc2)n1,2,0.7,-3,7,0.9,-1.9,-0.3,0.7,3
CCCCCCOC(=O)CCn1[nH]c(=O)c2ccccc2c1=O,2,2.3,-11,15,1.5,-2.0,0.0,136*,-4
c1ccc(-c2ccc(-c3csnn3)cc2)cc1,-1,-0.6,-1,16,-0.9,0.2,-0.5,2.2,-2
NC(=O)c1cc(S(=O)(=O)N2CCCC2)ccc1OCc1ccc(F)cc1,0,-3.8,3,13,1.0,13,-1.4,-0.9,0
COC(=O)Nc1ccc(S(=O)(=O)N2CCCC(C(=O)O)C2)cc1 (stereo unspecified),-12,0.9,-3,0,4.6,/,-1.7,-1.0,2
CC(=NCCN1CCOCC1)c1c(O)n(-c2ccccc2C)c(=O)[nH]c1=O,0,-0.8,-2,-6,2.9,-0.4,-2.5,1.1,1
O=C(COc1ccccc1Cl)c1ccc2c(c1)CCCC2,-5,-5.4,-4,12,-1.1,/,0.2,2.1,2
COCCCNC(=O)c1ccc2c(=O)n(C3CCCC3)c(=S)[nH]c2c1,-3,-2.7,4,-4,1.0,0.0,4.5,0.5,0
CC(C)c1cc(C(=O)NC2CCCCCC2)c2ccccc2n1,2,-1.6,4,11,/,-0.7,0.3,/,1
O=C1CN(C(=O)c2cccs2)c2ccccc2N1,4,-1.2,-5,2,-0.8,0.6,1.6,5.4,-1
CCN(CC)CCCCCCCCOC(=O)c1cc(OC)c(OC)c(OC)c1,0,-1.8,0,14,1.9,-2.6,0.4,?,4
Cc1c(CNCCCc2ccccc2)c(C(=O)O)c(C)n1Cc1ccccc1,1,-4.6,1,0,-4.9,/,-0.3,1.4,-1
CCCCC(c1nnnn1C1CCCC1)N1CCN(C2CCCC2)CC1 (stereo unspecified),-1,-0.4,-1,4,1.0,-0.2,0.8,-1.5,2
C(=C\c1ccccc1)/CN1CCN(C(c2cccc3ccccc23)c2nnnn2-c2ccc3c(c2)OCCO3)CC1 (stereo unspecified),-5,-1.4,-2,/,/,5.4,-0.3,/,0
CCC1CCCCN1CCCNC(=O)c1ccc2c(c1)c(C)c(C)n2C (stereo unspecified),-1,-2.3,-26,-3,-2.2,-0.2,5.1,-0.3,4
Cc1[nH]n(-c2nc(-c3ccccc3F)cc(=O)[nH]2)c(=O)c1CCO,-4,-0.6,-5,-6,-1.6,/,-1.6,/,2
CCOc1ccc(C(=O)OCC(=O)NCC2CCCO2)cc1 (stereo unspecified),3,-2.9,0,0,0.1,-3.3,0.1,-0.3,-3
CCOc1ccc(NC(=S)N2CCN(c3ccc(N4CCOCC4)nn3)CC2)cc1,-1,-1.6,1,11,-0.9,-0.2,0.3,0.0,10
O=c1[nH]c(Nc2nc3ccccc3o2)nc2c1CCCC2,-1,-2.3,-5,-2,1.0,/,-1.0,3.0,2
Cc1cc(N2C(=O)C(O)=C(C(=O)c3cccs3)C2c2ccccc2)no1 (stereo unspecified),-2,-2.1,-7,20,1.5,-1.3,-3.4,-0.9,0
Nc1nc(NCC2CCCO2)nc(Nc2ccc(F)cc2)c1[N+](=O)[O-] (stereo unspecified),-2,-3.3,5,28,-1.1,-1.3,0.5,0.9,-1
CC(=O)Nc1ccc(/C(C)=N/NC(=O)c2ccc(COc3ccccc3Cl)o2)cc1,/,-2.1,/,31*,1.8,-1.8,/,-0.2,3
CC(OC(=O)C1CSC2(C)CCC(=O)N12)C(=O)Nc1cccc(C#N)c1 (stereo unspecified),/,-1.7,/,4,-4.7,/,/,1.6,-2
COc1ccc(N2CCN(C(=O)CN(C)S(=O)(=O)c3cc(C)ccc3OC)CC2)cc1,-7,-1.1,-21,5,-2.4,-0.6,0.8,1.3,5
CC1CCCCC1NC(=O)CNC(=O)c1ccco1 (stereo unspecified),-2,-3.5,-5,4,1.0,/,2.0,0.2,-3
CCOC(=O)/C(=N\Nc1ccccc1Cl)N(C)C1CCCCC1,-3,-2.3,-2,-3,-1.3,/,0.0,1.7,-1
c1ccc(C2NCCNC2c2ccccc2)cc1 (stereo unspecified),-2,-0.9,-4,6,/,-0.1,0.8,-0.6,1
CC(C)(C)NC(=O)NC(=O)CSc1ncn[nH]1,-3,-2.5,-4,-1,1.0,/,1.0,-0.6,6
Cc1ccc(NC(=O)C2CCCN2C(=O)Oc2ccccc2)cc1 (stereo unspecified),-2,-0.8,4,5,-2.0,1.0,-0.4,0.5,7
COc1ccc(CC(=O)Nc2ccc(S(=O)(=O)N3CCOCC3)cc2)cc1,/,-1.4,/,-6,-1.1,0.5,/,-0.6,0
Cc1cccc(CSC(=N)N)c1,-1,-1.1,-1,0,4.0,/,-0.1,0.6,-5
CS(=O)(=O)Nc1ccc(-c2cc(/C=C3\SC(N)=NC3=O)c[nH]c2=O)cc1,-1,-0.6,-1,18,3.2,0.6,0.2,1.3,3
Cc1ccc(NC(=S)Nc2ccc3cn[nH]c3c2)cc1C,-3,-2.1,-2,1,1.6,/,-0.8,-0.8,5
Cc1c(C(=O)CN2CCCC(C)(C)C2)c2ccccc2n1C,-8,0.6,-12,16,1.6,-0.8,-2.9,/,5
C=CCN1CCN(C(=O)CSc2ccccc2)CC1,-3,-0.3,?,7,1.1,-0.3,-0.4,-2.1,1
CCC(C)(C)NC(=O)CC(c1ccc(OC)cc1)n1cccc1 (stereo unspecified),3,-3.0,-1,-8,-0.1,-1.1,0.1,0.6,2

# No enrichment for hits; any-hit rate near 4.7%.
